Compound activity as filed in PubChem.
NPY2 pot ag – potentiates or activates human NPY-Y2 receptor. activation, % at 3.6 µM. cells expressing NPY-Y2, potentiator/agonist read-out. hit rate 0.45% among 220,000. AID 1359. P49146; in the data active = activation above about 27%;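 note: cells stimulated with NPY near EC25 plus isoproterenol at EC100; 0% = vehicle plus submaximal agonist and 100% = vehicle plus saturating agonist; some results beyond the cut were filed as inactive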
NPY-Y1 antag – antagonists of human neuropeptide Y receptor Y1. HEK293-CNG Y1 cells, membrane potential fluorescence; NPY at EC95, then isoproterenol. AID 1040. inhibition, % at 3.6 µM. hit rate 1% among 200,000;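 active = inhibition above the campaign mean inhibition of all tested compounds plus 3 SD, cut at about 20% in these data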;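 note: 0% = DMSO wells given NPY plus isoproterenol and 100% = isoproterenol alone without NPY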
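Material: HEK293 Y1/CNG channel cell line | Also added: NPY (25 nM), isoproterenol (1 µM), Ro 20-1724 (25 µM) | Compound: One concentration, 3.6 µM, in 0.4% DMSO | Schedule: 3 h dye uptake, 1 h room-temperature compound, 45 min post-isoproterenol | Signal: Membrane-potential fluorescent dye readout | Read-out: % inhibition of NPY effect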
CHOP inh – inhibitors of CHOP induction in ER stress response | CHO-K1 CHOP-promoter luciferase, tunicamycin-induced, 15-18 h | inhibition, % at 10 µM | hit rate 3.8% among 220,000;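 active = compounds that reduced the stress-induced luciferase reporter signal by more than about 70% of percent inhibition, limit read from the data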;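 note: 0% = tunicamycin plus vehicle and 100% = wells without tunicamycin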
NPY1 pot ag – potentiates or activates human NPY-Y1 receptor. activation, % at 3.6 µM. NPY-Y1 expressing cells, potentiator/agonist activation. hit rate 0.37% among 220,000. P25929; in the data active = activation above about 33%, passing the limit was not always enough;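 note: cells stimulated with NPY at EC10 then isoproterenol at EC100; 0% = low agonist plus stimulus and 100% = saturating agonist plus stimulus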
p47phox inh – p47phox (human) inhibition. P14598. p47phox/p22phox peptide binding, fluorescence polarization, 2 h. inhibition, % at 24.7 µM. hit rate 0.53% among 220,000. AID 1274;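 active = inhibition above about 30%, limit read from the data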;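 note: 0% = p47phox with labelled peptide and 100% = labelled peptide alone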
Target sequence (P14598 whole entry, looked up): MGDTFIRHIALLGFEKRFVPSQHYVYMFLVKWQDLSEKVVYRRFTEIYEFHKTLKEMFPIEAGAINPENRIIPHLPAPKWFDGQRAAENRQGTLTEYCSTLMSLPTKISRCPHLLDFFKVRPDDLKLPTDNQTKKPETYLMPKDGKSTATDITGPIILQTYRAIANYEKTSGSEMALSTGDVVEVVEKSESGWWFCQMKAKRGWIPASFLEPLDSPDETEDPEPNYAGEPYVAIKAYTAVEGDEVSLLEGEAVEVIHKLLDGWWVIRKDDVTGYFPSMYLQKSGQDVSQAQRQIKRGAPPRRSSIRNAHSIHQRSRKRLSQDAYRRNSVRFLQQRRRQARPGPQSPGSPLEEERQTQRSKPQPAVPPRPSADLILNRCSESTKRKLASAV
S1P4 antag – blocks the human S1P4 receptor; O95977; S1P4-expressing cells, antagonist mode, reporter read-out; inhibition, % at 4.98 µM; hit rate 0.26% among 220,000; AID 1510; in the data active = inhibition above about 29%;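 note: 0% = wells stimulated with agonist and 100% = vehicle wells without agonist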
Target sequence (O95977 whole entry, looked up): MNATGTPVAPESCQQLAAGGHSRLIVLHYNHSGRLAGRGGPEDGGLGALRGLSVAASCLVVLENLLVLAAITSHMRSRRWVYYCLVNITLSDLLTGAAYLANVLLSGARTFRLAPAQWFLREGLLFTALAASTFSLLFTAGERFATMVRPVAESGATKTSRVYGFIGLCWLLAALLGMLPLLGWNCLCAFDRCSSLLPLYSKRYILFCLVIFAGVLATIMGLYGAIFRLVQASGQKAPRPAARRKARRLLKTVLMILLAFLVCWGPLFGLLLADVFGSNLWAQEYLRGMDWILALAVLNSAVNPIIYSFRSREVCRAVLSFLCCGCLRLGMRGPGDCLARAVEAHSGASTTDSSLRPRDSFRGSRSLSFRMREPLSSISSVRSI
BaF3 parental – parental Ba/F3 viability inhibition as JAK2V617F counter-screen | CellTiter-Glo ATP luminescence | inhibition, % at 5.6 µM | hit rate 1.1% among 220,000 | AID 1486;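 active = inhibition above a per-campaign cutoff, the mean inhibition of all tested compounds plus 3 SD, cut at about 27% in these data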;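 note: 0% = DMSO wells and 100% = JAK Inhibitor I control wells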
Ba/F3 V617F tox – reduce viability of Ba/F3 cells dependent on JAK2V617F | Ba/F3 EpoR-JAK2V617F viability, ATP luminescence | inhibition, % at 5.6 µM | hit rate 1.1% among 220,000 | AID 1446;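 active = inhibition above the campaign mean plus 3 SD over all tested compounds, cut at about 24% in these data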;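 note: cytokine-independent growth of Ba/F3 cells driven by EpoR plus mutant JAK2; 0% = DMSO-treated cells and 100% = JAK inhibitor I control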
S1P4 agonist – activates the human S1P4 receptor; O95977; S1P4-expressing cell line, agonist reporter assay; activation, % at 4.98 µM; hit rate 0.35% among 220,000; AID 1509; in the data active = activation above about 11%;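 note: 0% = DMSO vehicle and 100% = reference agonist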
* hit, by the source's call; · = not tested or not shown.

SMILES	NPY2 pot ag	NPY-Y1 antag	CHOP inh	NPY1 pot ag	p47phox inh	S1P4 antag	BaF3 parental	Ba/F3 V617F tox	S1P4 agonist
O=C(c1ccc(Cl)c(F)c1F)N1CCCC1	0	3	10	0	-12	-5	0	0	0.3
Cc1cc(OC(=O)c2ccccc2Cl)cc(=O)n1C	1	1	21	1	-6	-15	-7	-4	1.5
NNc1nc(-c2ccccc2)cc(-c2ccccc2)n1	1	-1	64	12	-9	-1	4	-1	0.8
Cn1cnc([N+](=O)[O-])c1SCCO	8	·	9	-4	0	4	-2	2	-0.2
S=C(NCCN1CCCCC1)Nc1ccccc1	-4	-2	16	13	-2	-4	-3	-4	-0.7
O=[N+]([O-])c1cc(C(F)(F)F)ccc1N/N=C/c1cc2ccccc2nc1Cl	3	-2	-12	18	-5	-27	6	1	3.2
COc1cccc(S(=O)(=O)NCc2ccc(C(=O)NCC3CCCO3)cc2)c1 (stereo not given)	5	3	19	2	-6	-17	3	-1	0.4
CSCc1c(C(=O)NC2CCCc3ccccc32)oc2ccccc12 (stereo not given)	-8	8	56	-5	-12	-25	4	-2	0.8
Nc1nc(SCC(=O)NCc2ccco2)[nH]c(=O)c1-c1ccccc1	-7	11	10	-15	4	11	3	-2	-0.9
COc1cc(NC(=S)NCc2ccc(S(N)(=O)=O)cc2)c(OC)cc1Cl	5	-3	7	5	-23	-1	5	0	2.7
COc1ccccc1-c1nc(C#N)c(N2CCC(Cc3ccccc3)CC2)o1	-25	2	-11	-29	-7	-1	2	1	-3.0
CC(=O)N(CCC1(C(C)C)CCOC(C)(C)C1)Cc1ccco1 (stereo not given)	2	1	16	0	-8	-7	7	1	0.2
CNCc1ccccc1Sc1ccc(OC)cc1	-17	5	11	-34	-4	5	3	2	-2.4
CC1(C)Cc2ccccc2-c2nnc(SCc3ccc(C#N)cc3)n21	-17	4	25	-26	-4	-14	5	8	0.5
O=C(CCNS(=O)(=O)c1cccs1)Nc1nccs1	10	2	3	9	-4	-25	5	1	-0.1
CCn1c(CN2CCN(c3cccc(C)c3C)CC2)n[nH]c1=S	0	1	38	2	0	-23	2	0	-0.3
Cc1c(N2C(=O)/C(=C\c3ccc(N(C)C)cc3)N(C)C2=S)c(=O)n(-c2ccccc2)n1C	-2	3	7	6	-262	-12	3	2	-3.1
CCc1cc2cc(C)c(C)cc2nc1SCC(=O)NNC(=O)c1ccco1	3	3	57	13	-4	-9	4	-2	-1.9
COc1ccc(C(O)P(=O)(OCc2ccccc2)c2ccc(N(C)C)cc2)cc1 (stereo not given)	0	·	13	3	9	-6	3	-1	1.3
CCn1nc(C)cc1Nc1ccccc1	-4	5	-5	4	-3	1	6	0	-1.6
Cc1ccc(NC(=O)CC2NCCNC2=O)cc1 (stereo not given)	-6	0	-12	-11	-5	-13	-1	-2	0.2
COc1cc(C)ccc1OCCCOc1c(Cl)cccc1Cl	3	6	51	-9	-10	-12	-1	-5	0.8
CCN(CC)S(=O)(=O)c1cc(C)ccc1SC	9	2	10	-3	-3	-12	-1	-1	0.6
Cn1nnnc1SCc1nc2scc(-c3ccc(Cl)cc3)c2c(=O)[nH]1	16	·	20	32	-37	-5	3	-1	-0.1
Cc1ccc(S(=O)(=O)N2CCN(C(=O)N(C)C)CC2)cc1	10	-1	0	10	-8	-13	-2	-2	-1.0
CC1CCC(N2CCN(c3ncccn3)CC2)C1 (stereo not given)	-8	1	15	-9	-27	-6	8	5	2.3
CCC(C)NS(=O)(=O)c1ccc(NC(=O)C2CCCO2)cc1 (stereo not given)	-20	5	16	2	2	-9	0	-3	-0.2
CCOCCCNC(=O)C(NC(=O)C1CCC(=O)N1)c1ccc(C)cc1 (stereo not given)	0	2	3	10	-6	-20	4	0	1.0
COc1ccc(-n2ccnc2)cc1	2	6	-3	-10	0	-15	1	5	0.6
CN(Cc1cnn(C)c1)C(=O)c1cc(COc2c(F)cccc2F)on1	-1	2	-10	9	-7	-8	3	-1	-0.7
Cc1cc(C(F)F)n2ncc(C(=O)N3CCCCC3)c2n1	-8	3	-24	-10	-17	-11	2	0	-1.4
O=c1onc(-c2cccs2)n1Cc1ccccc1	-1	1	-1	8	-2	-6	1	3	0.7
Cc1cc(NC(=O)CN2CCOCC2)n(-c2nc3ccccc3s2)n1	-1	0	37	-4	-9	-15	4	1	2.3
CN(C)c1ccc(NC(=O)c2cnsn2)cc1	-8	7	18	6	-3	-3	12	4	0.4
COc1ccc(Cc2nnc(NS(C)(=O)=O)s2)cc1	-22	11	6	-8	2	10	-1	-4	-2.1
COc1ccc(OC)c(-n2nnnc2SCC(=O)Nc2nc(C)c(C)s2)c1	12	3	45	9	-5	9	6	1	1.0
O=C(NCCN1C(=O)S/C(=C\c2cccnc2)C1=O)C1=NN(c2ccccc2)C(=O)CC1	2	-2	2	-3	-9	-4	3	-2	-0.2
CC1(C(=O)NC23CC4CC(CC(C4)C2)C3)CC1(Cl)Cl (stereo not given)	-9	7	25	0	-5	-19	5	-4	1.4
Cc1ccc(C(=O)Nc2nnc(C)s2)cc1	12	-4	4	12	-7	-13	3	0	0.5
CCOc1ccccc1NC(=O)COc1cccc(-n2cnnn2)c1	-5	2	18	-8	-12	-9	-1	-2	3.3
CCOC(=O)c1sc(C)c2c(=O)n(CC)nnc12	6	2	26	-6	-7	-6	1	-1	0.2
CC(c1ccccc1)N1C(=O)NC(NC(=O)C(C)(C)C)(C(F)(F)F)C1=O (stereo not given)	4	4	12	12	-18	-16	8	3	1.1
Cc1ccccc1OCC(=O)N1N=C(C(F)(F)F)CC1(O)C(C)(C)C (stereo not given)	3	-3	68	5	2	2	0	-3	0.6
COC(=O)c1ccccc1NC(=O)c1ccccc1NS(C)(=O)=O	-7	9	30	-31	-3	-11	5	-2	-3.1
Clc1ccc(Cc2ccc(Cl)nn2)c(Cl)c1	5	7	28	-1	-9	-19	6	4	1.6
CCOC(=O)C1=NN(C(=O)Nc2ccc(OC)cc2)C2C(=O)N(c3cccc(C(F)(F)F)c3)C(=O)C12 (stereo not given)	-12	6	-3	-45	13	-3	6	2	-0.8
COc1ccc(N(CC(=O)NCc2cccs2)S(=O)(=O)c2c(C)nn(C)c2C)cc1	-3	-4	-26	-5	-12	1	7	3	-0.1
CCOc1ccc(NC(=O)CSc2nc(-c3cccs3)cc(C(F)(F)F)n2)c([N+](=O)[O-])c1	-6	-1	30	-15	1	-8	9	0	0.5

Three of the compounds above, with each value named.
> COC(=O)c1ccccc1NC(=O)c1ccccc1NS(C)(=O)=O
  NPY2 pot ag = -7	NPY-Y1 antag = 9	CHOP inh = 30	NPY1 pot ag = -31	p47phox inh = -3	S1P4 antag = -11	BaF3 parental = 5	Ba/F3 V617F tox = -2	S1P4 agonist = -3.1
> Cc1ccc(C(=O)Nc2nnc(C)s2)cc1
  NPY2 pot ag = 12	NPY-Y1 antag = -4	CHOP inh = 4	NPY1 pot ag = 12	p47phox inh = -7	S1P4 antag = -13	BaF3 parental = 3	Ba/F3 V617F tox = 0	S1P4 agonist = 0.5
> CCOC(=O)C1=NN(C(=O)Nc2ccc(OC)cc2)C2C(=O)N(c3cccc(C(F)(F)F)c3)C(=O)C12 (stereo not given)
  NPY2 pot ag = -12	NPY-Y1 antag = 6	CHOP inh = -3	NPY1 pot ag = -45	p47phox inh = 13	S1P4 antag = -3	BaF3 parental = 6	Ba/F3 V617F tox = 2	S1P4 agonist = -0.8

New compounds follow
SMILES	NPY2 pot ag	NPY-Y1 antag	CHOP inh	NPY1 pot ag	p47phox inh	S1P4 antag	BaF3 parental	Ba/F3 V617F tox	S1P4 agonist
N#Cc1ccsc1NC(=O)COC(=O)CCCSc1nc2ccccc2s1	-18	3	73*	-29	-58	-2	1	1	0.6
O=C(NCC(c1cccnc1)N1CCOCC1)NC1CCCCC1 (stereo not given)	7	2	15	2	-3	-27	3	-3	-1.3
CC1CC(C)CN(C(=O)COC(=O)CCc2nc3ccccc3c(=O)[nH]2)C1 (stereo not given)	-4	-5	3	-14	3	-1	-2	-4	1.0
Cc1cc(C)cc(NC(=O)N2CCN(C/C=C/c3ccccc3)CC2)c1	-3	-3	17	9	-6	-7	6	1	1.5
COc1ccc(N2C(=O)C3NN=C(C(=O)OCc4ccccc4)C3C2=O)cc1 (stereo not given)	-8	0	11	0	-10	-8	-2	-4	-0.7
CCC1(c2ccccc2)NC(=O)N(CC#N)C1=O (stereo not given)	11	0	8	10	-2	14	-2	-2	-1.2
COc1ccc(-c2nc3n(n2)C(c2cccnc2)C(C(N)=O)=C(C)N3)cc1 (stereo not given)	1	-4	2	3	-3	-7	-1	-3	2.1
CC(=O)Nc1ccc2nc(C3CCCCC3)[nH]c2c1	-2	4	-5	-9	-31	14	3	2	-0.6
Cc1c(O)ccoc1=O	6	-2	20	8	-10	-14	-5	-4	-0.3
O=C(c1cc2sccc2n1Cc1ccccc1)N1CCc2ccccc21	-25	17	21	0	-19	-8	2	0	-0.7
Cc1ccc(C)n1NC(=O)c1ccccc1Cl	3	-1	5	-3	-4	-15	5	4	-0.8
CCOc1ccc(C2C(C#N)=C(N)SC(N)=C2C#N)cc1OC	-7	-2	36	-3	-51	-16	0	-3	0.3
Cc1nn(-c2ccccn2)c(C)c1Oc1ccccc1O	6	-2	-11	0	2	2	1	1	1.3
CCOCCOC(=O)C1=C(C)Nc2ccc(C)cc2S1	-2	-5	6	-7	-32	-8	4	-3	0.7
O=C(Nc1ccc(N2CCN(Cc3ccccc3)CC2)cc1)c1ncn[nH]1	3	0	-5	4	-9	-17	8	2	2.6
CCOC(=O)c1c(NC(=O)CSc2n[nH]c(N)n2)sc(CC)c1C	8	-2	12	15	-9	-3	5	4	-1.8
C/C(=N\Nc1nc(-c2cc(C)ccc2C)cs1)c1cc2c(ccc3ccccc32)oc1=O	-18	5	-3	-8	-73	-2	3	1	0.0
COCCNC(=O)CSc1nc2cc3c(cc2c(=O)n1CCCC(=O)NCc1ccc(OC)cc1)OCO3	-7	-1	4	4	0	-8	5	1	1.7
Cc1nc(C)c(-c2csc(Nc3cccc(O)c3)n2)s1	0	-4	18	10	-18	-8	8	4	-1.4
CCOC(=O)C1CCCN(c2c(NCCN(C)Cc3ccccc3)c(=O)c2=O)C1 (stereo not given)	1	5	31	4	-10	9	2	-5	2.0
CC(=O)N1CCN(C(=O)c2cc(C)nc3ccccc23)CC1	1	2	13	13	-2	-17	7	-1	-0.4
COC(=O)c1c(NC(=O)/C=C/C(=O)O)sc(C)c1-c1ccc(C)c(C)c1	5	11	13	-12	1	7	9	-5	0.3
CC(=O)c1cc(-c2ccccc2)n(CC(=O)NC2CCCC2)c1C	-21	7	10	-6	-13	-2	4	1	-0.5
CCc1cc2c(cc3c(=O)n(CC(=O)NCCCN4CC(C)CC(C)C4)ncn32)s1 (stereo not given)	-10	2	39	-22	-2	-39	2	-2	-2.0
CCn1c(SCC(=O)N2CCCCC2C)nc2ccsc2c1=O (stereo not given)	-19	3	-20	-10	-3	-29	2	4	-0.2
O=C(CCSc1nc(-c2ccc3c(c2)OCO3)cc(C(F)(F)F)n1)NCc1ccccc1	2	7	41	-3	-1	-4	0	-1	1.5
CC[C@H](C)[C@@H](C(=O)N1CCNCC1)n1cc([C@@H](N)CC(C)C)nn1	3	-3	-8	7	-5	-1	-2	-1	-0.3
Cc1cnn(C(=O)c2ccccc2Br)c1	9	-3	1	5	-13	0	4	-3	-0.7
N#Cc1ccccc1OCC(=O)NC(N)=O	2	0	-5	1	-4	-29	5	-2	-1.9
O=C(O)c1ccc(Nc2nc(-c3cccnc3)nc3ccccc23)cc1	28	-3	11	8	-9	11	-2	0	1.1
